Screening results as filed in PubChem.
CHO-K1 Ca antag: counter-screen for M1 antagonists: effect in parental CHO-K1 cells; ATP-induced calcium, Fluo-8 fluorescence; inhibition, % at 3 µM; hit rate 0.6% among 360,000;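 active = inhibition above a per-plate cutoff, the plate's mean sample inhibition plus 3 SD, cut at about 24% in these data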;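 note: 0% = DMSO plus EC80 ATP and 100% = DMSO alone without ATP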
OXTR potentiator: human OXTR potentiation | AID 2445 | activation, % at 3 µM | CHO-OTR cells, Fluo-8 calcium fluorescence, potentiator mode; 0% = oxytocin EC15, 100% = EC100 | hit rate 0.061% among 320,000;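 active = activation above that plate's cutoff, the mean activation of tested compounds plus 3 SD, cut at about 6.6% in these data, passing the limit was not always enough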;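 note: 100% uses oxytocin at 75 nM as the full agonist control; some results filed as inactive read as strong as hits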
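Assay system: CHO cell line stably expressing human OTR. Reagent: EC15 oxytocin agonist. Dosing: single dose, 3.0 µM nominal final compound concentration. Timing: compound 6 min at room temperature before oxytocin, 100 s read. Signal: kinetic Fluo-8 calcium fluorescence. Controls: oxytocin EC15 low and EC100 high.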
M4 antag: CHRM4 antagonism in calcium assay. hit rate 0.73% among 360,000. AID 624125. CHO-hM4 cells, ACh EC80, Fluo-8 calcium fluorescence. P08173. inhibition, % at 3 µM;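 active = inhibition above its plate's cutoff, the mean inhibition of sample wells plus 3 SD, cut at about 27% in these data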;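 note: 0% = acetylcholine EC80 with DMSO and 100% = DMSO without agonist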
Target sequence (P08173 whole entry, looked up): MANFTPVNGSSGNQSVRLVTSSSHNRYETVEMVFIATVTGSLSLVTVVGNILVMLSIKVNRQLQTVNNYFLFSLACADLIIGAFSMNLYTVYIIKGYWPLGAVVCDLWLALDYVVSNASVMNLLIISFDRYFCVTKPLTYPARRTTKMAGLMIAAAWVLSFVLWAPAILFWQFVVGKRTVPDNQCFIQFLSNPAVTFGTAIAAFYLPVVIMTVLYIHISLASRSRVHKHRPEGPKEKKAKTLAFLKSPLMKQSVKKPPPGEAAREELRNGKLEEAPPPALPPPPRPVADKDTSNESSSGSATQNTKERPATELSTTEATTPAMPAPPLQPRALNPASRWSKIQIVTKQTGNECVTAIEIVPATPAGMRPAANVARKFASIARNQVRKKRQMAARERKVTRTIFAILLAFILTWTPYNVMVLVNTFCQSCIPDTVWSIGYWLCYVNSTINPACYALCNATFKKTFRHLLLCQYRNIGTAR
CHO-K1 Ca ag: M1 agonist counterscreen hit in parental CHO-K1 cells | hit rate 0.48% among 360,000 | Fluo-8 calcium fluorescence; scaled to maximal ATP response, vehicle zero | activation, % at 3 µM; in the data active = activation above about 15%;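 note: untransfected CHO-K1 host cells lacking M1 receptor as counterscreen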
CHRM1 antagonist: antagonists of human M1 muscarinic receptor | P11229 | CHO-K1 hM1, Fluo-8 calcium fluorescence, ACh EC80 antagonist | AID 588852 | inhibition, % at 3 µM | hit rate 1.3% among 360,000;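 active = percent inhibition above its own plate's cutoff, namely the mean of that plate's compound wells plus 3 SD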;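 note: peak over basal fluorescence ratio during 140 s after agonist addition; 0% = ACh EC80 plus DMSO and 100% = DMSO alone without agonist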
Target sequence (P11229 whole entry, looked up): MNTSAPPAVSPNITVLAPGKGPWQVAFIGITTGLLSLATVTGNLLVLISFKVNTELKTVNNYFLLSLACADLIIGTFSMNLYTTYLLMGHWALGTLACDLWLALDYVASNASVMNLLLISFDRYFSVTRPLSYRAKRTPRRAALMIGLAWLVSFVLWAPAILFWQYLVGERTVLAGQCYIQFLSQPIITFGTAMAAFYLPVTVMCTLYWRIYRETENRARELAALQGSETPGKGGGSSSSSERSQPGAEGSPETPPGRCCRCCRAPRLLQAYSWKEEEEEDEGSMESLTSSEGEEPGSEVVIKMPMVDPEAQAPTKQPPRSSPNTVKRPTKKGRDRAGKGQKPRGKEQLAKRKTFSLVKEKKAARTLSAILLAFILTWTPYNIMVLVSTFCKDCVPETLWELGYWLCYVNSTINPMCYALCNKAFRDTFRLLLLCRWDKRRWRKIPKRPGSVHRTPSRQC
M1 ag: human M1 muscarinic receptor agonism; hit rate 0.33% among 360,000; activation, % at 3 µM; CHO-K1 hM1, Fluo-8 calcium fluorescence, agonist mode; 0% DMSO, 100% acetylcholine EC100; P11229;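 active = activation above the run's mean compound activation plus 3 SD, cut at about 16% in these data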;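 note: peak over basal fluorescence ratio within a 140 s kinetic read after compound addition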
CHO parental Ca: signal in parental CHO cells, OX1R antagonist counter-screen; parental CHO-K1, ATP-induced calcium, Fluo-8 fluorescence; inhibition, % at 5.6 µM; hit rate 0.63% among 330,000; AID 463079;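 active = inhibition above that plate's mean sample inhibition plus 3 SD, cut at about 26% in these data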;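 note: 0% = ATP-challenged DMSO wells and 100% = DMSO wells without ATP; some compounds past the cut are filed as inactive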
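Material: Parental CHO cells | Reagent: ATP | Compound dosing: Single nominal dose of 5.6 µM per compound | Detection: Intracellular calcium via Fluo-8 no-wash fluorescent dye | Read-out: % inhibition of ATP-induced calcium mobilization | Benchmarks: Low control ATP plus DMSO, high control DMSO only | Replicates: Singlicate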
M4 ag: CHRM4 agonism in calcium assay. P08173. CHO-K1 hM4/Gqi5, Fluo-8 calcium fluorescence; vehicle 0%, full acetylcholine response 100%. activation, % at 3 µM. hit rate 0.14% among 360,000. AID 624127;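 active = activation above the run mean over all test wells plus 3 SD, cut at about 32% in these data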;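 note: peak over basal fluorescence ratio per well then scaled between controls; 0% = DMSO wells and 100% = acetylcholine at EC100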
M1 PAM: potentiates human M1 receptor response to acetylcholine; P11229; CHO-K1 hM1, Fluo-8 calcium fluorescence, ACh EC20; 0% = ACh EC20, 100% = maximal ACh; activation, % at 3 µM; hit rate 0.088% among 360,000; in the data active = activation above about 19%, passing the limit was not always enough
Starred values were filed as active, the others as inactive; · = no result given.

structure	M4 antag	CHO parental Ca	CHRM1 antagonist	M1 ag	M1 PAM	CHO-K1 Ca antag	CHO-K1 Ca ag	M4 ag	OXTR potentiator
c1ccc2c(c1)c1ccccc1n2CN1CCOCC1	10.0	-3.2	-3.7	-5.5	-0.3	-0.3	0.4	-1.7	-8.0
O=C(Nc1ccccc1Cl)C1Cc2ccccc2O/C1=N\O (stereo not given)	1.5	-0.1	-14.6	-3.0	17.4	2.4	1.0	1.3	-9.4
C=CCN(c1ccccc1OC)S(=O)(=O)c1ccc(Cl)c(C(=O)Nc2ccc(N3CCOCC3)cc2)c1	7.1	1.4	12.2	-12.2	-5.1	-9.7	0.3	0.2	-21.8
COc1cccc(NC(=O)CC(c2ccc(OC(C)C)cc2)c2ccccc2OC)c1 (stereo not given)	-2.6	-11.0	-8.7	-4.9	9.0	-5.3	0.6	-1.0	-4.1
Cc1ccc2cccc(OCc3cccc([N+](=O)[O-])c3)c2n1	4.9	-29.1	4.5	1.7	-7.0	2.9	8.9	6.1	-14.7
CCN(CC)S(=O)(=O)c1ccc(NC(=O)COC(=O)CNS(=O)(=O)/C=C/c2ccccc2)cc1	-0.2	2.0	-2.5	-5.6	2.7	7.8	2.8	6.2	-8.5
COc1ccc(C(=O)NCCCCc2ccccc2)cc1	-6.5	-3.9	-7.6	-2.9	6.0	-5.3	1.4	0.8	-2.5
CC(=O)OCCNc1cc(N2CCN(C)CC2)c2noc3c2c1C(=O)c1ccccc1-3	-9.5	·	-10.2	-3.3	10.8	12.6	-0.6	-0.1	·
O=C(O)Cn1ccc2cc(S(=O)(=O)N3CCCCCC3)ccc21	8.3	-1.3	-13.2	-0.9	9.0	-3.1	0.0	0.7	-6.9
Cc1nc2ccccn2c1C(=O)CSc1ccc(Cl)cc1Cl	9.6	-27.4	-2.0	-2.5	6.9	-1.3	0.4	1.1	-16.2
Cc1onc(-c2ccccc2Cl)c1C(=O)NCc1nc(-c2ccccc2)no1	1.4	-6.6	-15.2	-4.3	-0.3	-3.4	0.8	3.4	-9.7
CCOC(=O)c1sc(N)c(C#N)c1COC(=O)CNC(=O)c1cc(OC)c(OC)c(OC)c1	6.8	-7.5	-5.7	-3.2	3.4	9.6	0.9	-0.8	-14.3
COc1cc(OC)cc(C(=O)NNC(=O)C2CCC2)c1	9.6	·	-10.8	-0.8	6.4	-0.4	0.1	0.0	·
CCOC(=O)N1CCN(C(=O)C2c3cc(OC)c(OC)cc3C(=O)N3CCc4ccccc4C23)CC1 (stereo not given)	3.2	3.4	-8.0	-3.6	3.0	-10.5	0.0	0.3	-3.7
CCC(=O)N1CCN(CCN=CC2=C(O)CC(C)(C)CC2=O)CC1	6.7	-3.2	-9.8	-7.1	10.8	-17.9	0.8	0.4	9.3
CCC(CO)Oc1cc(NC(=O)c2ccccc2)c2ncn(C(C)C)c2c1 (stereo not given)	-3.1	-13.7	-6.2	-4.0	3.0	-13.8	1.9	7.2	0.4
CCCCC1CC(C)(C(=O)CSc2nc3ccccc3s2)OC1=O (stereo not given)	-10.1	-28.2	-7.3	-4.6	-3.6	-11.8	2.0	4.0	-11.4
Cc1ccc(CNC(=O)COC(=O)c2nc(-c3ccccc3)oc2C)cc1	-4.8	-29.9	-4.4	0.9	18.2	-20.9	-0.8	0.1	2.8
Cc1nn(C)c(Cl)c1CN1CCCC(CO)(Cc2cccc(Cl)c2)C1 (stereo not given)	-11.6	-24.8	4.7	-11.8	-24.8	-9.9	1.5	2.4	4.1
Cc1cc(NS(=O)(=O)c2ccc(NC(=O)c3c(F)c(F)c(F)c(F)c3F)cc2)nc(C)n1	1.9	-3.4	-12.4	-2.0	7.9	-3.8	0.7	0.2	-8.9
CCOC(=O)C1CCCN(C(=O)c2cncc(Br)c2)C1 (stereo not given)	5.2	8.4	-6.5	-3.9	4.1	-5.2	0.4	0.8	-10.2
CC(C(=O)N1CCN=C1c1ccccc1)N1C(=O)c2ccccc2C1=O (stereo not given)	7.4	-18.2	19.8	0.3	-7.5	0.6	3.4	18.5	1.0
COc1cc(CNCc2cccc(OC)c2OC)cc(OC)c1	3.8	-22.3	-22.5	-2.8	11.6	-12.3	5.3	4.6	-16.4
Cn1cc(CN2CCCCC2CO)c(-c2ccc(Oc3ccccc3)cc2)n1 (stereo not given)	5.0	-32.8	-2.4	-14.6	5.8	-6.6	1.0	2.1	-18.5
COc1ccc(C)cc1C(=O)CCC(=O)N1CCN(c2ccccc2F)CC1	-0.7	·	2.9	-2.0	-2.1	2.1	0.2	1.5	·
Cc1ccc(C)c2[nH]c(=O)c(CN(Cc3ccc4c(c3)OCO4)Cc3nnnn3Cc3ccco3)cc12	12.0	-22.4	18.5	2.0	-1.1	-2.4	4.1	10.7	-21.0
NS(=O)(=O)c1ccc(CCNC(=O)/C=C/c2ccc([N+](=O)[O-])cc2)cc1	7.3	-6.6	12.4	-3.4	-0.3	4.2	-0.3	0.6	-7.3
CC1(c2nnnn2-c2ccc3c(c2)OCCO3)CCC(=O)N1CCc1ccccc1F (stereo not given)	5.7	·	·	·	·	-16.8	2.2	1.1	·
COc1ccc(/C(C)=C2\SC(=S)N(CCC(=O)O)C2=O)cc1	15.4	-7.9	-1.1	-3.2	2.4	-9.4	0.8	2.4	1.2
CNC(C)C#Cc1ccc2oc3cc(C)c(C)cc3c(=O)c2c1 (stereo not given)	-15.3	-27.5	0.4	-5.6	-3.0	-20.7	0.5	3.2	-8.2

A few values from the results shown:
COc1ccc(C(=O)NCCCCc2ccccc2)cc1 – CHRM1 antagonist: -7.6
Cc1ccc(C)c2[nH]c(=O)c(CN(Cc3ccc4c(c3)OCO4)Cc3nnnn3Cc3ccco3)cc12 – M1 PAM: -1.1

Continued:
structure	M4 antag	CHO parental Ca	CHRM1 antagonist	M1 ag	M1 PAM	CHO-K1 Ca antag	CHO-K1 Ca ag	M4 ag	OXTR potentiator
Cc1c(-n2cccc2C=O)cccc1[N+](=O)[O-]	-7.2	-4.1	7.8	-1.4	0.9	-12.6	0.4	4.7	-3.5
CCCCc1ccc(NC(=O)CN2NS(=O)(=O)c3ccccc3C2=O)cc1	-26.9	-14.4	-6.7	0.0	10.5	-0.5	0.2	4.7	-4.7
CCOc1cc(/C=N/Nc2nnc(C)n2N)ccc1O	5.5	-6.4	-6.5	-3.1	13.3	2.1	0.2	2.8	3.1
CCCOc1ccc(C(F)(F)F)cc1NS(=O)(=O)c1ccc(Cl)nc1	-4.6	·	8.3	-0.9	-11.7	-2.6	7.0	9.4	·
COc1cccc(C(=O)Nc2cccc3c2ccc2cccn23)c1	-3.9	-20.3	-9.3	-0.3	5.1	-8.4	0.7	2.1	-4.1
CCCNC(=O)CN(C)S(=O)(=O)c1ccc(F)cc1	3.9	-9.2	3.0	-1.3	3.9	4.0	0.1	0.4	0.3
Cc1cc2nnc(SCc3ccccc3)n2c(N)n1	6.0	-5.8	-9.7	-5.9	6.4	-6.7	0.2	0.3	-1.2
CC(=O)N1CC(=O)N(c2ccccc2)C1=O	-5.6	-7.2	-9.2	-3.0	2.8	-2.5	0.7	1.7	-0.3
COc1ccc(NC(=O)c2ccc3snnc3c2)cc1	4.9	-2.9	-1.0	-2.5	-10.1	-2.9	1.9	1.5	-9.3
Cc1ccc(NC(=O)c2oc3ccc(S(=O)(=O)N4CCOCC4)cc3c2C)c(C)c1	-8.9	-2.1	1.1	0.5	9.1	-10.8	0.6	3.9	-7.2
Cn1c(NC(=O)/C=C/c2ccc(Cl)c(Cl)c2)cc(=O)n(C)c1=O	3.3	-2.1	-8.0	-5.4	9.3	0.4	0.4	0.6	-1.7
COCCCNC(=O)CSc1nc2ccccc2c(=O)n1CCC(=O)NCCc1ccc(OC)c(OC)c1	2.5	-3.5	-3.4	-7.4	4.1	-21.0	0.8	1.4	-14.5
COc1cc2c(c(OC)c1OC)-c1c(cc3c(c1OC)OCO3)C[C@H](C)[C@@](C)(O)C2	-19.1	-13.2	-26.6	-4.3	1.2	-9.4	0.6	2.2	-3.9
Cc1cc2c(cc1S(=O)(=O)N1CCN(c3ccc(Cl)cc3)CC1)OCCN2C	1.1	2.5	-4.6	-4.4	-0.3	2.3	0.1	0.8	-5.3
CCN(CC)c1ccc(/C=N/NC(=O)Cc2ccc(OC)c(OC)c2)cc1	-5.9	-7.2	-18.1	-3.3	8.5	-14.3	1.1	1.1	-9.5
COc1ccc(/C=C2/Sc3ccc(C(=O)N4CCc5ccccc5C4)cc3NC2=O)cc1	-1.5	-14.5	2.6	-12.9	-6.2	-8.1	1.5	1.3	3.4
Cn1c(CN2CCOCC2)nc2cc(NC(=O)COc3ccccc3)ccc21	3.5	-0.7	-2.2	-7.2	5.6	-11.7	2.2	2.3	-0.2
Cc1cccc(N2C(=O)C(O)=C(C(=O)c3cccs3)C2c2cccc(Oc3ccccc3)c2)n1 (stereo not given)	13.9	-16.5	-17.6	-5.2	14.9	-10.3	0.8	-1.3	6.0
CCN1CCN(C(c2cc(OC)c(OC)c(OC)c2)c2nnnn2C(C)C)CC1 (stereo not given)	-2.1	-12.1	-14.5	-2.7	3.7	-7.2	0.1	-0.1	-3.6
O=C(COC(=O)c1ccc(Cl)c(S(=O)(=O)NCc2ccccc2)c1)NC1CC1	5.3	-13.8	-8.1	-1.5	3.8	-8.6	0.4	0.4	-0.1
CC(C)C(=O)N1CCC(CN=Cc2c(O)n(C3CCCCC3)c(=O)n(C3CCCCC3)c2=O)CC1	-5.4	·	1.2	0.1	0.8	0.6	0.1	-0.7	·
